# From PubChem
# Mdm2 MdmX PPI: disrupts the human Mdm2-MdmX interaction; O15151+Q00987; AID 485346; hit rate 3% among 330,000; inhibition, % at 8 µM; SaOS-2 split-luciferase Mdm2/MdmX complementation, luminescence;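 active = inhibition of at least 50% at 8 µM in the primary screen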
# Target sequence (O15151 whole entry, looked up): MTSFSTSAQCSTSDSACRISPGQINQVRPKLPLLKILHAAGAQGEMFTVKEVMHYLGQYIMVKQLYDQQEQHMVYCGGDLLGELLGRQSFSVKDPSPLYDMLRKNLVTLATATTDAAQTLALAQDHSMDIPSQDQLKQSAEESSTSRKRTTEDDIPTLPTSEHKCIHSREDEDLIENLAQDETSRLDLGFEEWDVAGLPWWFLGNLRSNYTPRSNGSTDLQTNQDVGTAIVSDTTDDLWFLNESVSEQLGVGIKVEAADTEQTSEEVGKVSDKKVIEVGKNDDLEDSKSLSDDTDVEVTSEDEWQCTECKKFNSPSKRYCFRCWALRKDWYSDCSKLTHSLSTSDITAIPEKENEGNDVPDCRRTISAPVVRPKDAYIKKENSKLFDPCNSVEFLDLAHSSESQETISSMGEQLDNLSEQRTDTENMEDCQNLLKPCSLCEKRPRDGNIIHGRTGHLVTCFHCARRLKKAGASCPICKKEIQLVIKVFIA
# Target sequence (Q00987 whole entry, looked up): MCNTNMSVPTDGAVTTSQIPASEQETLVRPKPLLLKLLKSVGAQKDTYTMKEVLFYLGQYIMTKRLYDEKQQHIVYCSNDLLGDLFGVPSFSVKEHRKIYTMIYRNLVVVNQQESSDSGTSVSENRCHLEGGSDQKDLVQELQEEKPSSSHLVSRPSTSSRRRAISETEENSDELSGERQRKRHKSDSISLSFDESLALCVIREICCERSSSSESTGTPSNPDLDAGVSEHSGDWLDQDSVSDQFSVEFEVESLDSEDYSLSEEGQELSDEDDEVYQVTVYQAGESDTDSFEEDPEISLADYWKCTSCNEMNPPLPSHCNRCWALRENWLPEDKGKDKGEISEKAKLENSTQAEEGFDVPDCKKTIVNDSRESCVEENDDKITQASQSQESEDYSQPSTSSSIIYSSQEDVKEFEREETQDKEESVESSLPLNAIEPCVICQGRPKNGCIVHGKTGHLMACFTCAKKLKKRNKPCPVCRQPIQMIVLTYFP
# TIM10 inh: growth inhibitors of TIM10 yeast strain. S. cerevisiae TIM10 strain growth, BacTiter-Glo luminescence, 24 h. inhibition, % at 10 µM. hit rate 1.4% among 330,000. AID 463195;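 active = inhibition of 40% or more at the single tested concentration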;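 also: wild-type TIM10 isogenic control strain grown at permissive 25 °C; 0% = DMSO yeast wells and 100% = minimal medium wells without yeast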
# NLRP3 yeast inh: inhibitors of NALP3 inflammasome in yeast; AID 2825; hit rate 0.39% among 330,000; Yeast reconstituted NLRP3/ASC/caspase-1, beta-gal luminescence, 24 h; inhibition, % at 10 µM;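 active = inhibition of 50% or more; inactive = inhibition below 50%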;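 also: plate controls were induced DMSO wells for no effect and uninduced yeast grown without galactose for full effect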
# UPR CHOP act: apoptotic UPR (CHOP) activation. hit rate 0.34% among 330,000. CHO-CHOP luciferase reporter, luminescence; percent of tunicamycin response over DMSO baseline. activation, % at 10 µM;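 active = at 10 µM dose, activation of 40% or more, normalized to positive control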;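 also: 100% = tunicamycin at 10 µg/mL and 0% = DMSO alone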
#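 Dosing – one dose, 10 µM in 0.5% DMSO · System – CHO-CHOP cells, stable luciferase reporter of PERK-eIF2a-CHOP signalling · Input – 500 cells/well · Control set – tunicamycin 10 µg/mL final as positive, DMSO-only wells as negative · Timing – 6 h compound treatment, 37 °C · Measure – % activation vs tunicamycin · Technique – luminescence read with Steady-Glo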
# APJ agonist: activates the human apelin receptor APJ. AID 2520. P35414. hit rate 0.11% among 330,000. CHO-K1 APJ PathHunter beta-arrestin, luminescence; 0% DMSO wells, 100% apelin. activation, % at 20 µM;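 active = activation more than six SD over the plate average, tested at 20 µM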;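 also: 0% = DMSO alone and 100% = apelin-13 at 10 nM; some results filed as inactive read as strong as hits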
#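 Assay system: CHO-K1 APJ beta-arrestin complementation cell line / Compound: single test compound dose, 20 µM final, 1% DMSO / Times: overnight seeding, 90 min compound at 25 °C, 1 h detection / Technique: beta-gal luminescence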
# NR3A LBD binder: modulates the human NR3A ligand-binding domain | NR3A LBD differential scanning fluorimetry, Tm shift; 0% = protein alone, 100% = glycine-bound protein | Tm shift relative to glycine control, % at 25 µM | hit rate 2.5% among 340,000 | AID 1259313;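 active = melting temperature shift of at least 10% of the positive control shift, at one fixed dose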
# XBP1 UPR activ: adaptive UPR (XBP1) activation; activation, % at 20 µM; AID 463104; CHO-XBP1 luciferase reporter, IRE1-XBP1 UPR activation, luminescence; percent of tunicamycin response, DMSO as zero; hit rate 0.33% among 330,000;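 active = versus positive control, 20 µM dose yields 30% or more activation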;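 also: 100% = tunicamycin at 10 µg/mL and 0% = DMSO only wells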
#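 Material: CHO cell line with stable XBP1 luciferase reporter; buffer or medium: F12 medium containing 10% fetal bovine serum; compound: single point, 20 µM final compound, 1% DMSO; incubation: 6 h treatment, 37 °C; measured by: glow luminescence from Steady-Glo reagent; evaluation: activation, % of tunicamycin; control set: tunicamycin high, DMSO low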
# tim10-1 inh: inhibits growth of tim10-1 mutant yeast; S. cerevisiae tim10-1 ts strain growth, BacTiter-Glo, 24 h; hit rate 2.2% among 330,000; inhibition, % at 20 µM;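 active = inhibition of at least 40%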;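 also: mutant grown at 25 °C; 0% = DMSO wells with yeast and 100% = wells holding no yeast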
# tim23-1 inh: inhibits growth of tim23-1 mutant yeast; S. cerevisiae tim23-1 growth, BacTiter-Glo luminescence, 24 h; inhibition, % at 20 µM; hit rate 1.3% among 330,000; AID 463212;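 active = growth inhibition of the mutant yeast at or above 50%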;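 also: temperature-sensitive mutant grown at 25 °C; plate controls were DMSO-treated mutant yeast for no effect and medium wells lacking yeast for full effect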
# Numbers without * were called inactive.
SMILES,Mdm2 MdmX PPI,TIM10 inh,NLRP3 yeast inh,UPR CHOP act,APJ agonist,NR3A LBD binder,XBP1 UPR activ,tim10-1 inh,tim23-1 inh
CCc1nn(CCCC(=O)N2CCC(C)CC2)c(=O)c2cc3occc3n12,-20.4,-5.4,8.0,8.4,-1.9,-1.0,-1.9,15.7,17.0
CC(Sc1nnc(-c2cccnc2)n1N)C(=O)NCCC1=CCCCC1 (stereo not given),5.5,-2.5,8.9,-1.6,-3.2,1.2,-0.6,0.2,-1.3
Cc1cccn2c(=O)c3cc(C#N)c(=O)n(-c4c(C)n(C)n(-c5ccccc5)c4=O)c3nc12,15.0,0.2,7.5,1.3,-2.3,-3.1,0.3,7.7,8.0
N#CC1=C(c2ccccc2)/C(=C/c2ccccc2)OC1=O,100.3*,43.7*,26.1,-8.4,17.2*,27.3*,-16.9,33.7,61.2*
C=CCNc1nc(-c2ccc([N+](=O)[O-])cc2)cs1,-97.8,27.8,7.7,4.0,-13.9,-9.8,3.1,34.8,34.9
O=c1cc(-c2ccccc2)oc2cc(O)cc(O)c12,-61.2,-0.5,31.2,2.9,0.8,-8.3,2.4,-12.1,16.1
S=c1[nH]nc(COc2ccccc2)n1/N=C/c1cccc(Br)c1,-33.4,23.7,17.3,-2.0,-4.0,-2.0,5.0,44.9*,21.5
Cc1c(Cl)cccc1NC(=O)CCN1CCN(CCO)CC1,-10.6,1.2,9.5,1.3,-1.1,0.2,-4.9,-1.0,1.9
CC(Sc1nnc(-c2cccnc2)n1N)C(=O)Nc1ccc2c(c1)OCCO2 (stereo not given),8.4,-2.8,19.9,-0.8,1.0,2.6,-1.9,9.0,-0.7
CC(CNC(=O)CCS(=O)(=O)c1ccc2c(c1)oc(=O)n2C)c1ccccc1 (stereo not given),4.6,0.2,13.8,0.9,-4.2,-1.2,-6.1,13.6,8.1
C(=C\CSc1ncn[nH]1)/CSc1ncn[nH]1,1.9,1.0,2.2,-0.9,1.2,-0.1,-1.7,16.3,2.2
CCC(=O)N1c2ccc(S(=O)(=O)CCC(=O)NCc3cccs3)cc2CC1C (stereo not given),24.7,13.0,2.3,-1.0,-1.2,0.2,1.2,7.4,-1.4
CCOC(=O)c1nn(-c2ccc(F)cc2)c(=O)cc1OCC(=O)Nc1ccc(OCC)cc1,19.9,-2.1,17.2,2.0,6.5,-1.9,-3.9,7.4,11.3
O=C1C(=O)N(CCN2CCOCC2)C(c2cccc(Cl)c2)/C1=C(\O)c1ccc2c(c1)OCCO2 (stereo not given),20.6,-14.0,9.8,1.7,7.4,-0.1,-1.1,9.3,2.5
Cc1ccc(NC(=O)CNC(=O)c2ccc(C)o2)cc1,7.1,-2.3,18.5,0.8,-2.3,0.2,-1.7,-1.6,-6.2

# Some of these compounds in order of the tim10-1 inh value, low to high:
Structure	tim10-1 inh
CC(Sc1nnc(-c2cccnc2)n1N)C(=O)NCCC1=CCCCC1 (stereo not given)	0.2
CCC(=O)N1c2ccc(S(=O)(=O)CCC(=O)NCc3cccs3)cc2CC1C (stereo not given)	7.4
Cc1cccn2c(=O)c3cc(C#N)c(=O)n(-c4c(C)n(C)n(-c5ccccc5)c4=O)c3nc12	7.7

# In the list so far, these contain a furan ring, fused or not:
SMILES,Mdm2 MdmX PPI,TIM10 inh,NLRP3 yeast inh,UPR CHOP act,APJ agonist,NR3A LBD binder,XBP1 UPR activ,tim10-1 inh,tim23-1 inh
CCc1nn(CCCC(=O)N2CCC(C)CC2)c(=O)c2cc3occc3n12,-20.4,-5.4,8.0,8.4,-1.9,-1.0,-1.9,15.7,17.0
Cc1ccc(NC(=O)CNC(=O)c2ccc(C)o2)cc1,7.1,-2.3,18.5,0.8,-2.3,0.2,-1.7,-1.6,-6.2

# The listing continues:
SMILES,Mdm2 MdmX PPI,TIM10 inh,NLRP3 yeast inh,UPR CHOP act,APJ agonist,NR3A LBD binder,XBP1 UPR activ,tim10-1 inh,tim23-1 inh
COc1ccc(C2=NOC(C(=O)NC3CCCCC3)C2)cc1OC (stereo not given),-28.1,-5.4,-2.5,9.3,-4.8,5.7,-1.5,7.2,15.7
C[C@H]1COC(=O)[C@H](Cc2ccc(F)cc2)C/C=C\C[C@H](CC(=O)N(CCO)Cc2ccccc2)C(=O)N1,22.6,-1.6,19.9,0.7,-0.5,1.4,1.2,1.0,-8.2
Cc1ccnc(NC(=O)Cn2c(=O)oc3cc(S(=O)(=O)N4CCCC4)ccc32)c1,25.2,-0.2,25.4,-1.2,-5.4,-0.5,-0.9,-1.6,12.3
COc1cccc(-c2nn(-c3ccccc3)cc2CN(C)Cc2ccno2)c1,6.6,2.2,9.3,-1.4,-2.5,-2.9,0.4,34.1,17.9
COc1cc(C(=O)Oc2cc(N)n(S(=O)(=O)c3ccccc3)n2)cc(OC)c1OC,18.3,19.6,9.2,2.8,-0.8,0.5,-0.6,24.7,35.5
COc1ccc(C(=O)COC(=O)c2ccc3ccccc3n2)cc1,19.8,37.3,5.8,3.0,-0.8,-1.5,2.2,-28.9,40.7
CC(C)c1ccc(C(=O)NNC(=O)c2n[nH]c(=O)c3ccccc23)cc1,9.8,-12.5,12.6,1.1,2.9,-1.6,-1.3,2.8,13.8
COC(=O)c1ccccc1NC(=O)Cn1cnc2cc(C)c(C)cc21,14.9,-13.7,-0.7,-2.5,-2.6,-9.3,-3.1,-10.8,-6.9
COc1cc(/C=C2/C(=N)N3C(=NC2=O)SN=C3S(=O)(=O)C(C)C)ccc1OC(=O)c1ccco1,15.1,23.8,-27.6,-1.5,-3.0,3.4,-2.1,33.0,15.8
COc1ccc(COC(=O)C2=C(C)NC(=O)NC2c2ccc(OC)cc2)cc1 (stereo not given),37.7,6.4,3.1,-0.4,-0.6,-1.4,-1.8,-20.8,-0.8
CCOc1ccc(-c2nnc(N3CCOCC3)c3ccccc23)cc1,5.2,13.5,13.0,1.0,0.2,-2.2,-6.3,11.8,20.0
COc1ccc(C)cc1-n1c(SCC(=O)Nc2cc(C)on2)nc2ccccc2c1=O,-0.4,4.9,2.3,0.1,-2.5,-1.2,-2.2,7.3,6.8
Cc1nnn(C23CC4CC(CC(CC(=O)Nc5cccc(F)c5)(C4)C2)C3)n1,7.2,-13.2,6.3,-0.7,-3.1,0.5,-1.8,7.1,20.8
CC(C)c1ccc(/C=C/C(=O)N2CCCCCC2)cc1,-20.3,16.0,28.5,2.8,-4.2,-0.8,3.7,42.7*,31.7
COc1ccc(OC)c(N=c2oc3c(OC)cccc3cc2C(=O)NCc2ccco2)c1,43.1,3.4,19.3,3.4,-3.5,0.5,0.9,9.4,0.2
CC(C)OC(=O)c1cn(-c2ccccc2)nc1-c1ccc2c(c1)OCCO2,8.0,19.0,5.4,-1.2,-3.5,0.5,0.4,33.5,39.4
O=C(c1ccc(C(F)(F)F)cc1)C1CCCN(C(=O)Cn2cnnn2)C1 (stereo not given),4.2,-4.1,7.3,2.6,-4.1,-0.9,-3.4,-12.7,-8.7
Cc1cc(=O)c2ccccc2n1CC(=O)NCc1ccccc1,13.1,-1.8,-9.3,0.0,-3.0,-0.3,0.2,-8.0,2.7
O=C(CSc1nnnn1-c1ccc(O)cc1)c1ccc(F)cc1,-6.1,24.8,-5.0,5.8,-0.5,0.4,4.4,14.6,20.5
CC1=Nc2ccccc2/C1=C/c1c(N)n2c(S(=O)(=O)C(C)C)nsc2nc1=O,11.8,6.9,5.6,0.8,-3.4,9.5,1.8,17.9,2.8
COc1ccc(NC(=O)COC(=O)C2CCC(C(C)(C)C)CC2)c([N+](=O)[O-])c1 (stereo not given),-2.9,17.7,25.4,1.4,-0.5,-1.7,0.6,15.2,13.7
CCCCNC(=O)c1c(CSc2ccccc2)noc1C(=O)NCc1ccccc1,-21.5,-5.2,9.7,-0.8,-1.5,-8.3,-1.4,11.8,-2.3
O=C(Nc1nccs1)[C@@H]1CCCN1S(=O)(=O)c1ccccc1F,4.2,6.6,18.4,0.0,-1.9,-0.1,2.5,-6.1,0.2
COc1ccccc1N1C(=O)CC(Sc2nc(C)cc(C)n2)C1=O (stereo not given),22.3,20.4,8.2,-1.7,-4.6,-0.1,0.5,20.5,23.1
CCC(OC(=O)CC1Sc2ccccc2NC1=O)C(=O)NCC1CCCO1 (stereo not given),14.3,6.8,-1.1,-2.8,-2.9,0.2,-2.5,12.8,11.9
Cc1c(CCC(=O)O)c(=O)oc2c(C)c(OCc3cc4c(cc3Cl)OCO4)ccc12,-19.4,11.6,3.0,-0.9,-3.6,-1.4,-2.2,12.5,9.8
CC(=O)Nc1ccc(NC(=O)c2ccccc2F)cc1,-43.5,-1.3,-2.2,2.5,2.5,-1.3,-2.8,5.0,1.6
CC(=O)c1c(C)[nH]c(C(=O)CSc2nc3ccccc3c(=O)n2CCCO)c1C,31.9,-16.1,8.7,0.0,-2.0,-1.2,2.3,-24.9,-16.5
Nc1nonc1/C(=N/O)N1CCN(CCO)CC1,10.0,5.5,-6.4,2.3,-5.2,0.9,-0.3,7.4,0.6

# Reprinted at random: three compounds from above
SMILES,Mdm2 MdmX PPI,TIM10 inh,NLRP3 yeast inh,UPR CHOP act,APJ agonist,NR3A LBD binder,XBP1 UPR activ,tim10-1 inh,tim23-1 inh
Cc1cc(=O)c2ccccc2n1CC(=O)NCc1ccccc1,13.1,-1.8,-9.3,0.0,-3.0,-0.3,0.2,-8.0,2.7
Cc1c(CCC(=O)O)c(=O)oc2c(C)c(OCc3cc4c(cc3Cl)OCO4)ccc12,-19.4,11.6,3.0,-0.9,-3.6,-1.4,-2.2,12.5,9.8
CC1=Nc2ccccc2/C1=C/c1c(N)n2c(S(=O)(=O)C(C)C)nsc2nc1=O,11.8,6.9,5.6,0.8,-3.4,9.5,1.8,17.9,2.8

# Among those listed so far, these contain a Cl atom.
SMILES,Mdm2 MdmX PPI,TIM10 inh,NLRP3 yeast inh,UPR CHOP act,APJ agonist,NR3A LBD binder,XBP1 UPR activ,tim10-1 inh,tim23-1 inh
Cc1c(Cl)cccc1NC(=O)CCN1CCN(CCO)CC1,-10.6,1.2,9.5,1.3,-1.1,0.2,-4.9,-1.0,1.9
O=C1C(=O)N(CCN2CCOCC2)C(c2cccc(Cl)c2)/C1=C(\O)c1ccc2c(c1)OCCO2 (stereo not given),20.6,-14.0,9.8,1.7,7.4,-0.1,-1.1,9.3,2.5
Cc1c(CCC(=O)O)c(=O)oc2c(C)c(OCc3cc4c(cc3Cl)OCO4)ccc12,-19.4,11.6,3.0,-0.9,-3.6,-1.4,-2.2,12.5,9.8

# The order is random; about 8.2% have a hit in one of these screens.
